Screening data deposited in PubChem by Broad Institute.
DENV2 CPE rescue: inhibitors of DENV2 cytopathic effect; DENV2-infected cells, cytopathic effect rescue, plate reader; CPE inhibition, % at 9.99 µM; 350,000 compounds, 1.7% hits; AID 651640; in the data active means CPE inhibition above about 20%, passing the limit was not always enough; inconclusive means no clear call, values can overlap the other calls; tested in BHK-21 cells;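 further: 0% = median of neutral control wells and 100% = median of positive control wells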
GSIS activator: primary screen for activators of insulin secretion dependent on glucose, INS-1E cells, GLuc reporter luminescence. INS-1E GLuc reporter insulin secretion, 2-3 h. activation, % at 16.6 µM. 370,000 compounds, 0.61% hits. AID 743287;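 active means lowest replicate activation of at least 40%, so every replicate reaches that level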;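 further: 0% = median of neutral control wells and 100% = median of IBMX positive control wells; some compounds called inactive have numbers as strong as hits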
FN deposition inh: fibronectin deposition inhibition | AH1F fibroblasts, Alexa488-fibronectin deposition fluorescence, overnight | inhibition, % at 12.6 µM | 350,000 compounds, 0.086% hits;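 active means mean inhibition across replicates of 30% or more, regardless of how many single replicates reach that level; inconclusive means mean under 30% yet at least half of replicates reach 30%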;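 further: positive control wells lacked labelled fibronectin entirely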
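Material – AH1F fibroblast monolayer, labelled fibronectin deposition · Reagent – labelled fibronectin 24 nM · Timing – 1 h adhesion, overnight exposure · Measured by – fluorescence at 485 nm excitation, 525 nm emission · Read-out – inhibition of fibronectin deposition signal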
CFTR F508del cor: correctors of CFTR F508del function in bronchial epithelial cells | activity (quench increase), % at 7.58 µM | CFBE cells, YFP halide quenching; stimulated with forskolin plus potentiator P3; % fluorescence drop versus neutral controls | AID 720511 | 350,000 compounds, 0.36% hits;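 active means mean added fluorescence quench of at least 8% versus neutral control, with both replicates also reaching 8%; inconclusive means only one of the mean or replicate conditions met; inactive means mean below 8% and not both replicates reaching 8%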;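 further: cells transiently co-express mutant CFTR-F508del with the halide-sensitive YFP; corrector assay measuring rescue of mutant channel to the surface after 24 h compound exposure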
miR-122 sensor: blocks miR-122 activity in Huh7 sensor cells | activation (reporter increase), % at 12.5 µM | 340,000 compounds, 0.3% hits | Huh7 miR-122 Renilla luciferase sensor, 48 h; neutral wells = 0, positive control = 100;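 active means mean replicate activation score at least 90 and every replicate individually at or above 90; inconclusive means only one of the two criteria met; inactive means neither criterion met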;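 further: higher luciferase means less miR-122 activity so hits act as miR-122 inhibitors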
EWS-Fli inh: EWS/Fli transcriptional activity inhibition | A673 NR0B1-luciferase reporter, viability-normalised | 350,000 compounds, 0.67% hits | inhibition, % at 12.6 µM | AID 651661;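 active means mean inhibition of at least 50% after viability correction, with every replicate also passing that limit; inconclusive means mean reaches 50% but only one of two replicates passes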;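 further: firefly luciferase signal divided by Alamar Blue viability fluorescence both relative to DMSO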
PAX8 reporter: inhibitors of PAX8 transcriptional activity in RMG-I cells; RMG-I TPO-luciferase reporter, SteadyGlo, 24 h; inhibition, % at 12.6 µM; 360,000 compounds, 1.2% hits; AID 652154;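 active means mean replicate inhibition at least 60% with every replicate also reaching 60%; inconclusive means only one of the two criteria is met; inactive means mean below 60% and not all replicates reaching 60%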;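 further: luciferase light reporting Pax8 driven TPO promoter activity; plate controls were median of neutral control wells for no effect and mitoxantrone controls for full effect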
The depositor's hits bear a star; ? = inconclusive; . = not tested or not shown; & = joins results of further samples; [ ] = another dose, or the depositor's remark. Outcome played no part in choosing rows; 3.9% or so of the library scored in one or more.

Under each structure – DENV2 CPE rescue	GSIS activator	FN deposition inh	CFTR F508del cor	miR-122 sensor	EWS-Fli inh	PAX8 reporter
O=C(NCc1ccccc1)c1cccc(Br)n1
  -5	1	10	0.6	-1	-3	5
Cn1c(=O)n(CC(=O)NCC2CCCO2)c(=O)c2c3c(sc21)CCCC3 (stereo not drawn)
  -3	0	-9	0.3	-5	-2	-25
C[C@@H]1CN([C@@H](C)CO)C(=O)c2cc(-c3cccnc3)cnc2O[C@@H]1CN(C)Cc1ccccc1
  .	5	-14	-0.2	-2[16.7 µM]	-6	.
O=C(NC(c1ccc(F)cc1)c1cnccn1)C1CCN(CCOc2ccc(Cl)cc2Cl)CC1 (stereo not drawn)
  -2	-22	-2	3.1	-7	5	28
C/C(=N\Nc1nc(C)cc(-c2ccccc2)n1)c1ccc(F)cc1
  -4	.	2	-0.5	-3	-11	-3
COc1ccc(S(=O)(=O)N(C)C[C@H]2Oc3ccc(NS(=O)(=O)c4ccc(F)cc4)cc3C(=O)N([C@H](C)CO)C[C@@H]2C)cc1
  -3	-11&-17	-9	-1.9&0.1	-1	16&8	-26&-9
CSCCC(C(=O)Nc1c(C)cccc1C)n1c(-c2ccc(-c3ccccc3)cc2)nc2ccccc21 (stereo not drawn)
  -8	-6	7	-2.2	.	-18	-28
O=C(Cc1cccc(NC(=O)C2CCCN(C(=O)C3CCCCC3)C2)c1)Nc1ccc(C(=O)N2CCOCC2)cc1 (stereo not drawn)
  24*	-5	8	-4.6	0	-14	-5
CC(C)C#Cc1ccc2c(c1)O[C@@H](CN(C)C)[C@H](C)CN([C@@H](C)CO)S2(=O)=O
  -2	-5	.	0.4	.	12	-4
O=C(/C=C/c1cccs1)Nc1sc2c(c1C(=O)O)CCCC2
  -1	7	1	-3.6	2	-52	10
C[C@@H]1CN([C@H](C)CO)C(=O)c2ccccc2-c2ccccc2CO[C@@H]1CN(C)C(=O)[C@H]1CCCN1C
  79*	5	-5	0.5	.	-6	15
Cc1cc(N=Cc2cc(Cl)ccc2O)no1
  -2	12	.	1.1	8	9	.
O=C(Nc1ccccc1)OC[C@@H]1C=CS(=O)(=O)N1Cc1ccc(Br)cc1
  -11	-20	-6	-2.6	9	0	20
CCCN(C)C[C@H]1Oc2cc(C#Cc3ccccc3)ccc2S(=O)(=O)N([C@H](C)CO)C[C@H]1C
  2	-6	-24	-2.0	17[16.7 µM]	-1	.
Cc1ccc(NC(=O)c2cc(C)nn2-c2ccccc2)cc1
  -6	.	-2	0.7	-2	-17	-32
C[C@@H]1CN([C@@H](C)CO)C(=O)c2c(c3ccccc3n2C)-c2ccccc2CO[C@H]1CN(C)C(=O)c1ccc(F)cc1
  18	-21	7	1.9	.	2	.
CCOC(=O)N1CCN(C(=O)COC(=O)CN(C)S(=O)(=O)c2ccc(NC(C)=O)cc2)CC1
  -1	14	-4	3.3	-5	.	-11
O=C(Cn1ccccc1=O)NCc1ccc(F)cc1
  -1	-1	3	-0.4	.	-2	-2
COc1ccccc1-n1c(SCC(=O)NCC2CCCO2)nc2c([nH]c3ccccc32)c1=O (stereo not drawn)
  -5	-4	4	-0.9	9	5	.
Cc1ccc(S(=O)(=O)Nc2ccc3c(c2)C(=O)N([C@H](C)CO)C[C@@H](C)[C@@H](CN(C)C(=O)CCC(F)(F)F)OCCCC[C@@H](C)O3)cc1
  1	-29	10	-2.7	-7[16.7 µM]	6	-2

Later entries.
Under each structure – DENV2 CPE rescue	GSIS activator	FN deposition inh	CFTR F508del cor	miR-122 sensor	EWS-Fli inh	PAX8 reporter
CCN1CCN(c2ccc(NC(=O)c3ccc(OC)c(S(=O)(=O)N4CCCC4)c3)cc2)CC1
  ?	-8	5	-2.7	-11	-7	21
Cc1cc(C(=O)Cn2c(CO)nc3ccccc32)c(C)n1C
  6	8	-14	-0.6	-6	-11	0
CC(C)NC(=O)NCC[C@H]1CC[C@H](NS(=O)(=O)c2ccccc2)[C@@H](CO)O1
  7	30	.	2.1	.	-10	.
C[C@H](CO)N1C[C@H](C)[C@@H](CN(C)C(=O)NC2CCCCC2)Oc2ccc(NS(=O)(=O)c3cn(C)cn3)cc2CC1=O
  0	-2	-2	1.4	2[16.7 µM]	-3	-1
COc1cccc(CNC(=O)COC(=O)CN(C)S(=O)(=O)c2ccc(NC(C)=O)cc2)c1
  -1	-3	6	-0.5	-2	-8	2
COc1ccc(C(=O)NC2CC2)cc1OC1CCN(Cc2ccccc2)CC1
  2	8	.	-0.9	-3	-3	-10
N#CCCN(C(=O)c1cc2c(s1)-c1ccccc1S(=O)(=O)C2)c1ccccc1
  1	10	9	0.1	0	.	9
O=c1c2ccccc2nc(SCCN2CCOCC2)n1CCc1ccccc1
  2	-12	13	0.1	.	-3	4
CCN(C[C@H]1N[C@@](C)(C(=O)OC)[C@H]2C(=O)N(C)C(=O)[C@@H]12)C(=O)c1ccc(C)cc1
  ?	1	10	-0.3	1	4	0
COc1c(O)c(=O)n2c3ccccc3c3ccnc1c32
  1	13	.	-1.8	0	-2	.
O=C(Nc1nc2cc3c(cc2s1)OCCO3)C1CCCCC1
  9	-15	-10	0.1	-3	-87	-123
COc1ccccc1-c1csc(C(O)c2ccccc2)n1 (stereo not drawn)
  -2	-29	-8	2.6	0	-7	-37
COc1cccc(OC)c1C(=O)Nc1ccc(S(=O)(=O)Nc2cc(C)nc(C)n2)cc1
  .	.	1	.	9	.	13
O=C(NNC(=O)c1ccccc1O)c1cccc(Br)c1
  3	29	-1	1.2	7	-27	-48
COc1ccc2c(=O)c3c(=O)n(Cc4ccccc4)c(C(C)C)nc3oc2c1
  0	18	1	1.2	-7	15	2
CC1(C)C(=O)NC(=O)N1Cc1ccccc1
  .	13	-5	-3.3	-2	-5	-2
O=C(Nc1nc2cc3c(cc2s1)OCO3)C1=COCCO1
  3	.	11	0.3	.	80*	33
CCn1c(CNC(=O)c2ccccc2F)nnc1SCCOc1ccccc1
  3	-4	-3	0.1	-1	-2	16
COCCNC(=O)C[C@@H]1CC[C@H]2[C@@H](COc3ccc(NC(=O)Nc4ccccc4)cc3C(=O)N2C)O1
  3	.	-12	-0.6	0[16.7 µM]	-13	2
Cc1ccccc1CC(=O)Nc1ccc(S(=O)(=O)N2CCOCC2)cc1
  3	-25	-2	0.4	0	.	.

The list continues:
Under each structure – DENV2 CPE rescue	GSIS activator	FN deposition inh	CFTR F508del cor	miR-122 sensor	EWS-Fli inh	PAX8 reporter
CSc1ccc(CN(C)C(C)C(=O)NCc2ccccc2)cc1 (stereo not drawn)
  -2	-19	.	-1.0	-1	8	18
Cc1noc(C)c1NC(=O)N1C[C@@H](O)COC[C@H]2O[C@H](CC(=O)NCC3CC3)CC[C@@H]21
  -5	2	6	-0.2	-2[16.7 µM]	-4	-9
Cc1ccc2nc(C(=O)N3CCCC(Nc4ccc(F)cc4)C3)cn2c1 (stereo not drawn)
  2	20	.	-1.4	.	-10	-80
CC1CCCCN1Cc1c(O)ccc2c(=O)c(-c3ccc(Br)cc3)coc12 (stereo not drawn)
  -4	.	6	-1.7	.	7	0
COc1ccc(CNC(=O)c2cc(S(=O)(=O)N3CCCCC3)ccc2N2CCOCC2)cc1OC
  -5	-8	-7	3.2	4	-2	3
CCCc1cn(CC[C@@H]2CC[C@H](NC(=O)CCN3CCCCC3)[C@H](CO)O2)nn1
  -1	-8	-2	-3.0	.	5	0
C/C(CC(=O)Nc1cc(Cl)ccc1Cl)=N\NC(N)=S
  .	7	-2	.	-2	.	.
COC[C@H]1CCCN1c1ccc2c(c1)O[C@H](COCc1ccccc1)CN([C@H](C)c1ccccc1)S2(=O)=O
  10	4	-3	-2.0	.	1	4
C=CCOC(=O)C1=C(C)NC(=O)NC1c1ccc(Cl)cc1 (stereo not drawn)
  -1	-11	1	0.0	-4	-1	0
C#CC(C)(C)NC(=O)c1ccc(-c2ccccc2F)cc1
  -1	0	-4	-2.0	.	-46	-21
CCCCc1nc2sc3c(c2c(=O)[nH]1)CC(C)(C)OC3
  4	20	7	-1.4	.	-4	-18
CN1OC[C@@H]2CN(C(=O)CCc3ccccc3)[C@H](c3cccc(-c4ccccc4)c3)C[C@@H]21
  -5	-9	8	-4.4	-4	9	9
Cc1cnc(C(=O)Nc2cccc3cccnc23)cn1
  .	.	-8	.	-18	.	28
C[C@H](CO)N1C[C@H](C)[C@H](CN(C)C(=O)Nc2ccccc2)Oc2ncc(-c3ccc(F)cc3)cc2C1=O
  5	-15	8	0.5	7[16.7 µM]	-4	.
Cc1c(C=O)c(Cl)n(C)c(=O)c1C#N
  4	7	-3	-1.0	.	6	-4
COc1ccc(S(=O)(=O)N(C)C[C@H]2Oc3ccc(NS(=O)(=O)c4cccs4)cc3CC(=O)N([C@H](C)CO)C[C@@H]2C)cc1
  15	4	.	0.0	3[16.7 µM]	0	.
COc1ccc(S(=O)(=O)Nc2cccc3c2O[C@H](CN(C)Cc2ccccc2)[C@H](C)CN([C@@H](C)CO)C3=O)cc1
  -1	-2	.	2.7	4[16.7 µM]	-4	6
Cc1cnc(C(=O)OCC(=O)Nc2ccc(C)c(S(=O)(=O)N3CCOCC3)c2)cn1
  2	.	-3	-3.8	10	2	0
C[C@H]1CCCCO[C@@H](CN(C)S(=O)(=O)c2cn(C)cn2)[C@@H](C)CN([C@@H](C)CO)C(=O)c2cc(NS(=O)(=O)c3cn(C)cn3)ccc2O1
  -3	24	-3	-2.6	4[16.7 µM]	-7	7
O=C(NCCN1CCOCC1)c1cc2c(=O)n3ccccc3nc2n1Cc1ccccc1
  .	.	4	.	-3	.	3

(list continues)
Under each structure – DENV2 CPE rescue	GSIS activator	FN deposition inh	CFTR F508del cor	miR-122 sensor	EWS-Fli inh	PAX8 reporter
CC(=O)C(Sc1nnnn1-c1ccccc1)C(C)=O
  2	14	2	-0.4	5	-8	-17
CCc1ccc(CNC(=O)C2Cc3cc(S(=O)(=O)N4CCCC4)ccc3N2C(C)=O)cc1 (stereo not drawn)
  -8	25	-31	-1.2	1	.	-19
C#CCOCCOCCOCCNc1nc(N2CCN(C(=O)[C@H]([C@@H](C)CC)n3cc([C@@H](N)Cc4ccc(O)cc4)nn3)CC2)nc(N2CCN(C(=O)[C@H](Cc3ccc(O)cc3)n3cc([C@@H](N)C(C)CC)nn3)CC2)n1 (stereo partly drawn)
  -4	12	-7	-0.2	-13	-1	0
O=C(Cc1ccccc1)c1nnc(-c2ccccc2)o1
  -10	2	1	-0.8	.	0	-20
C[C@@H]1CN([C@H](C)CO)S(=O)(=O)c2ccc(/C=C/c3ccccc3)cc2O[C@H]1CN(C)Cc1cncnc1
  2	-40	.	-0.9	20[16.7 µM]	14	25
Cc1ccc(S(=O)(=O)N2CCOCC2)cc1NC(=O)CNCc1ccccc1Cl
  11	0	-2	-0.1	5	5	13
O=C(COC(=O)c1cccc([N+](=O)[O-])c1)NC1CCCC1
  19	-5	1	-3.3	-1	11	-3
CCc1nc2c(OCCC3CCCCC3)cccn2c1N(C)C(=O)c1ccc(C)cc1
  0	-24	7	2.4	-1	12	8
CCOC(=O)CSC(CC)C(=O)Nc1nnc(C(C)C)s1 (stereo not drawn)
  -5	.	0	-0.1	.	-1	-11
O=S(=O)(Nc1ccc(-c2ccccc2)cc1)c1ccccc1
  2	-2	3	0.2	55	-5	-25
CCCCCC(=O)NC(=S)Nc1ccc(N2CCOCC2)cc1
  3	10	-10	-1.8	.	6	-27
COc1ccc(C(=O)NNC(=O)CSc2nc(C(C)C)nc3ccccc23)cc1
  1	9	-8	-2.7	-3	3	22
CS(=O)(=O)c1ccccc1C(=O)Nc1ccc(-c2nc3ccccc3o2)cc1
  ?	-41	-10	1.0	.	-93	-139
